BoNT-A LC inh2: BoNT/A light chain protease inhibitors, primary screen, biochemical, flow cytometry, MLPCN library; 360,000 compounds, 0.17% hits; inhibition, % at 10 µM; multiplex microsphere protease substrate cleavage; Botulinum neurotoxin type A light chain protease (Clostridium botulinum A str. ATCC 3502); note: plate controls were buffer without enzyme for full effect and enzyme alone for no effect
FadD28 FP inh: inhibitors of FadD28 bisubstrate probe binding, primary screen, biochemical, fluorescence polarization, single point; Mycobacterium tuberculosis FadD28 fatty-acid-AMP ligase; inhibition, % at 12.5 µM; 360,000 compounds, 0.22% hits; AID 588549, 2011; in the data active = inhibition above about 8.5%, passing the limit was not always enough; inconclusive = no clear call, values can overlap the other calls
TcdB inh: TcdB glycohydrolase inhibitors, primary screen, biochemical, single point, plate reader. Toxin B (Clostridioides difficile), P18177. TcdB glycohydrolase enzymatic assay. inhibition, % at 9.99 µM. 350,000 compounds, 0.24% hits. AID 652162, 2013; in the data active = inhibition above about 10%
Target sequence (P18177 whole entry, looked up): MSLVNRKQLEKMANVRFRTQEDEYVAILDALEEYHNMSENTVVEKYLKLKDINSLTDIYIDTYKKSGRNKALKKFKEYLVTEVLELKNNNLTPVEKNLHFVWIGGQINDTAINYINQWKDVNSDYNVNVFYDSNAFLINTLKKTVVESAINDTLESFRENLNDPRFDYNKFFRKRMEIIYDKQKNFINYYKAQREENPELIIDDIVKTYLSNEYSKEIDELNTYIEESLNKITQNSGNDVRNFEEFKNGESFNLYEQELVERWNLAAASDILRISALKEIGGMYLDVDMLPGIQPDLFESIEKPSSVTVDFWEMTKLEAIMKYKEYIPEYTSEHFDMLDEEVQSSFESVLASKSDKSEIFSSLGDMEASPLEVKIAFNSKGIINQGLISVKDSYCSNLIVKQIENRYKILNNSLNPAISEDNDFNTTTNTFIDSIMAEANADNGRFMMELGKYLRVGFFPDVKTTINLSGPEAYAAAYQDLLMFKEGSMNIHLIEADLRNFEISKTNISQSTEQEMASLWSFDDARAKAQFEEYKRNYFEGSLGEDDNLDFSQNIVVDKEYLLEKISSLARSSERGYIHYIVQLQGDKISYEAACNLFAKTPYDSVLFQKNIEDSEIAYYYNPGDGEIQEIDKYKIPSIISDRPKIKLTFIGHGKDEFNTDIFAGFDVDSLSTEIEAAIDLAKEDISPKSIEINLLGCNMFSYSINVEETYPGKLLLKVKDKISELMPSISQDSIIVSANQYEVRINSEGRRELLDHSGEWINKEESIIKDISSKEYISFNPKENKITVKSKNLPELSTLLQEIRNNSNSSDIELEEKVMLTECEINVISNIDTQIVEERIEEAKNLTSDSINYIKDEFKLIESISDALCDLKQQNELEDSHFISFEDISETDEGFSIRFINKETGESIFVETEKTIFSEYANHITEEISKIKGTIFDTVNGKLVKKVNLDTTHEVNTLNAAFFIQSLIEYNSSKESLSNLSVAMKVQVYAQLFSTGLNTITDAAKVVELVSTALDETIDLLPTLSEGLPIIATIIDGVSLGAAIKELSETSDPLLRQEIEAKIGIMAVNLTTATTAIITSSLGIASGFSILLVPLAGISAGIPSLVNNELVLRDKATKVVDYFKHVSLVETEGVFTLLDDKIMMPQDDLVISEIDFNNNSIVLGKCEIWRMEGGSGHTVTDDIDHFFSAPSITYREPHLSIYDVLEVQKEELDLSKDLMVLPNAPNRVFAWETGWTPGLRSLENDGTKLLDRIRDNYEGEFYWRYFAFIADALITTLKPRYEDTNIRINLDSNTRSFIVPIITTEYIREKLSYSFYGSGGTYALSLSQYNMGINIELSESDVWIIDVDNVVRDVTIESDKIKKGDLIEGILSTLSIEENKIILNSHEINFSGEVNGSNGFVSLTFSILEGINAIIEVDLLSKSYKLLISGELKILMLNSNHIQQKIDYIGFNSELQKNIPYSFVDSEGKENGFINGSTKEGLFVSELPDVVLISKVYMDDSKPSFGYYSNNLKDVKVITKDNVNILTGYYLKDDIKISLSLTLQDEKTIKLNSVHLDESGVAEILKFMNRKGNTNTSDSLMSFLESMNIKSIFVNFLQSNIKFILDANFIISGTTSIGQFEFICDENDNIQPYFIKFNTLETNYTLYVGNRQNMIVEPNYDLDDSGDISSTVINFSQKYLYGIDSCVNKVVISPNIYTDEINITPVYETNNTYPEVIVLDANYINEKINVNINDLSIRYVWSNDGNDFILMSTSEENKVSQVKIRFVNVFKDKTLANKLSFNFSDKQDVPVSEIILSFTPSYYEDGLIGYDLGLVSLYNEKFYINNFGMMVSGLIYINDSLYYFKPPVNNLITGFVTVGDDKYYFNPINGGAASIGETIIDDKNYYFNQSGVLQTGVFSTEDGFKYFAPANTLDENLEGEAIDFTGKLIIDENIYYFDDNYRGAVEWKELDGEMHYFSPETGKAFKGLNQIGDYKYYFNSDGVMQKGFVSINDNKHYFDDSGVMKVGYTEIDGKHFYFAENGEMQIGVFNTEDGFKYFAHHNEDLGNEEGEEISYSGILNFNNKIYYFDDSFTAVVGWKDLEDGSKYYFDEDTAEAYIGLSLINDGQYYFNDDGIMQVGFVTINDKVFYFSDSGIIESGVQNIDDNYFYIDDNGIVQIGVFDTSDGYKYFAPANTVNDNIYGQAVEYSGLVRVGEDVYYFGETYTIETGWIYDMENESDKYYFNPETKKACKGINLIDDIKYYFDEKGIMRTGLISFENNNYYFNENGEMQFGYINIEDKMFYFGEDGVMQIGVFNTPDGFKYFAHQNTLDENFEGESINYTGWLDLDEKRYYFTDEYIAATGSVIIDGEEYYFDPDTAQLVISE
BoNT-F LC inh: BoNT/F light chain protease inhibitors, primary screen, biochemical, flow cytometry, MLPCN library; inhibition, % at 10 µM; Botulinum neurotoxin type F light chain protease (Clostridium botulinum); Multiplex microsphere protease cleavage assay; 360,000 compounds, 0.22% hits; in the data active = inhibition above about 35%, passing the limit was not always enough; inconclusive = no clear call, values can overlap the other calls; note: plate controls were buffer without enzyme for full effect and enzyme alone for no effect
Anthrax LF inh2: Bacillus anthracis LF protease inhibitors, primary screen, biochemical, multiplex microsphere, MLPCN library | Lethal factor (Bacillus anthracis), P15917 | multiplex microsphere protease cleavage assay | inhibition, % at 10 µM | 360,000 compounds, 0.12% hits | AID 588501, 2011; note: plate controls were buffer without enzyme for full effect and enzyme alone for no effect
PrPC TRFRET: inhibitors of human cell surface prion protein PrPC, primary screen, cell-based, TR-FRET. inhibition, % at 13.8 µM. TR-FRET read-out. Major prion protein (Homo sapiens), P04156. 370,000 compounds, 0.43% hits. AID 720596, 2013; in the data active = inhibition above about 24%; note: 0% = median of the test wells and 100% = reference compound wells
PfHsp40 yeast: rescue of yeast from PfHsp40 toxicity, primary screen, S. cerevisiae, ATP luminescence; S. cerevisiae expressing PfHsp40, growth rescue; growth rescue, % at 12.5 µM; 340,000 compounds, 0.68% hits; AID 504582, 2011; in the data active = growth rescue above about 28%, passing the limit was not always enough; inconclusive = no clear call, values can overlap the other calls;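 note: yeast W303a lacking pdr1 and pdr3 grown in galactose medium; growth measured after three days at 30 °C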
CCHFV vOTU inh: CCHFV vOTU protease inhibitors, primary screen, biochemical, Pep-AMC substrate, fluorescence. Crimean-Congo hemorrhagic fever virus L polyprotein viral ovarian tumor (vOTU) protease …. inhibition, % at 11.5 µM. 370,000 compounds, 0.55% hits; in the data active = inhibition above about 30%; note: 0% = vehicle wells with enzyme and 100% = no enzyme wells
Yp Topo-I inh: Yersinia pestis topoisomerase I inhibitors, primary screen, biochemical, cleavage product accumulation, plate reader, single point. Y. pestis Topo-I cleavage product accumulation. activity, % at 10 µM. 360,000 compounds, 0.064% hits; in the data active = activity above about 50%, passing the limit was not always enough; inconclusive = no clear call, values can overlap the other calls; note: inactives centre near 2
* = called active by the depositor; ? = inconclusive; . = no result given; & = joins results of further samples. Cut-off read from the data, not from the text of the source, unless noted: active = inhibition above about 30%; inconclusive = no clear call, values can overlap the other calls; inactive = below that.

SMILES | BoNT-A LC inh2 | FadD28 FP inh | TcdB inh | BoNT-F LC inh | Anthrax LF inh2 | PrPC TRFRET | PfHsp40 yeast | CCHFV vOTU inh | Yp Topo-I inh
O=[N+]([O-])c1ccc(-c2ccc(/C=N/n3cnnc3)o2)c(Br)c1 | 8.3 | -0.9 | 0.1 | 6 | -17 | -28 | -0.7 | -8 | 1
CN(CC(=O)Nc1ccccc1C(F)(F)F)Cc1c(O)ccc2ccccc12 | 1.5 | -0.2 | 0.8 | 4 | -1 | -6 | 2.3 | -2 | -4
O=C(COc1coc(CN2CCN(c3ccccc3F)CC2)cc1=O)Nc1ccccc1 | -0.7 | 0.6 | 1.2 | -9 | -3 | 3 | -1.2 | 3 | 4
O=C(CCC(=O)N1CCN(c2cccc(Cl)c2)CC1)c1cccs1 | . | -1.3 | 1.1 | . | . | 6 | -0.5 | 0 | -2
Cn1c(CO)nc2c3ccccc3ccc21 | -0.6 | 1.1 | 0.7 | 3 | -4 | 8 | -1.5 | -2 | 0
CCN(CC)CCCNc1cc2n(c(=O)n1)CCc1cc(OC)c(OC)cc1-2 | -0.8 | -0.3 | . | 3 | 9 | 4 | -0.7 | -44 | 3
C[C@H](CO)N1C[C@H](C)[C@@H](CN(C)C(=O)c2cccc(F)c2)Oc2cc(-c3cncnc3)ccc2S1(=O)=O | -0.7 | 0.8 | -1.4&-3.3&-2.5 | -3 | -8 | -2 | . | -3 | 1
Cc1ccc(NC(=O)[C@@H]2CCCN2S(=O)(=O)c2ccccc2F)cc1S(=O)(=O)N1CCOCC1 | 0.9 | -3.1 | . | 8 | 2 | 5 | -1.5 | 7 | 17
COc1ccc(CC(N)c2csc(NC(=O)c3cc(C(C)(C)C)nn3Cc3ccccc3)n2)cc1 (stereo not given) | -0.2 | -8.2 | 0.0 | -24 | -2 | -2 | . | 11 | -3
CN(c1nc2ccccc2nc1Cl)S(=O)(=O)c1ccccc1 | 0.4 | -0.1 | 0.5 | 9 | 1 | 3 | 1.0 | 10 | -1
CN(Cc1cccs1)c1nc(-c2cccnc2)nc2ccccc12 | -0.2 | -2.0 | -0.2 | 1 | -3 | 2 | -0.1 | 23 | 3
COC(=O)c1cccc(C(=O)N2CCCC(CCC(=O)N(C)CCc3ccccn3)C2)c1 (stereo not given) | 0.5 | -3.2 | 1.3 | 6 | -1 | 7 | 1.5 | -6 | -4
O=C(NCCCn1ccnc1)c1nn2c(C(F)(F)F)cc(-c3ccccc3)nc2c1Cl | -1.1 | 0.1 | 1.1 | -3 | -2 | -22 | -0.6 | 11 | 15
Oc1ccc(N2CCN(c3ncnc4sc5c(c34)CCC5)CC2)cc1 | -0.4 | -2.1 | . | 4 | -4 | 13 | 6.4 | -3 | 25
COc1ccc(C(CC(=O)Nc2cc([N+](=O)[O-])ccc2OC)c2ccccc2)cc1 (stereo not given) | -0.5 | -0.8 | 0.2 | -5 | -1 | 5 | -1.1 | 9 | -3
COc1ccc(CCN2C(=O)N[C@@H](CCC(=O)O)C2=O)cc1 | 1.7 | -0.4 | 0.5 | 2 | 4 | 3 | 2.3 | 9 | -10
CCOc1ccc(C2C=C(c3ccc(C)cc3)Nc3nnnn32)cc1 (stereo not given) | -0.7 | -1.3 | . | -11 | -5 | -5 | 0.2 | 5 | 4
CN(CP(=O)(O)C(O)c1ccccc1)S(C)(=O)=O (stereo not given) | -0.2 | -2.4 | . | -10 | -2 | 6 | -0.6 | 15 | 0
O=C(CSC1=NS(=O)(=O)c2cc(Cl)ccc2N1)NCc1ccccc1 | 1.9 | -2.2 | 2.8 | 2 | 2 | 1 | -0.9 | 11 | -8
COc1ccccc1NS(=O)(=O)c1cc(NC(=S)Nc2cc(C)cc(C)c2)ccc1Cl | -0.5 | -2.7 | 2.1 | -6 | -2 | -4 | -0.6 | -4 | -9
COC(=O)c1nn(-c2ccc(C)cc2)ccc1=O | 0.0 | -1.8 | -0.1 | 2 | 0 | -8 | 1.2 | 9 | 5
Cc1cccc(NC(=O)Cn2cc([N+](=O)[O-])cn2)n1 | -0.4 | -0.5 | 0.5 | 0 | -1 | 2 | -0.4 | 11 | 6
CC(=O)c1ccc(N2CCN(C(=O)c3ccc(Cl)c(NC4=NC5CS(=O)(=O)CC5S4)c3)CC2)cc1 (stereo not given) | 0.1 | -1.4 | 0.0 | 2 | -1 | -6 | -0.5 | 11 | 9
CSc1nnc(-c2ccccc2)c(=O)[nH]1 | -1.1 | -1.8 | . | -24 | -2 | -4 | -1.0 | 8 | -1
O=C(CC1(O)C(=O)Nc2ccccc21)c1ccc(-n2cccc2)cc1 (stereo not given) | 0.5 | -0.4 | . | -11 | 0 | 0 | 1.6 | 29 | 5
CCOC(=O)c1c(C)c(C(=O)NCCCOC)c(C)n1C | ? | -1.8 | . | 0 | -2 | 4 | 0.4 | -6 | 1
NC(=O)C1=C[C@@H](c2coc3ccccc3c2=O)C[C@@H](OCCCCO)O1 | 0.6 | -1.1 | 1.2&-3.3 | 2 | -2 | 27* | -1.9 | -6 | 31
CC1(C)CC(=O)C=C(c2cccc(Br)c2)C1 | -0.1 | -4.4 | 1.0 | -7 | -2 | 7 | 0.6 | 3 | 5
Cc1noc(NS(=O)(=O)c2ccc(NC(=O)C(Cl)(Cl)Cl)cc2)c1C | 2.0 | -3.5 | 0.0 | -2 | -1 | -7 | -1.5 | 5 | 8
Cc1cccc(CN2CCN(C3CN(Cc4cn(Cc5cc(C)cc(C)c5)nn4)S(=O)(=O)C3)CC2)c1 (stereo not given) | -0.9 | . | 0.7 | -6 | -9 | -10 | . | 24 | .

Rewritten as a markdown table: 2 of the compounds above
| SMILES | BoNT-A LC inh2 | FadD28 FP inh | TcdB inh | BoNT-F LC inh | Anthrax LF inh2 | PrPC TRFRET | PfHsp40 yeast | CCHFV vOTU inh | Yp Topo-I inh |
| --- | --- | --- | --- | --- | --- | --- | --- | --- | --- |
| COc1ccccc1NS(=O)(=O)c1cc(NC(=S)Nc2cc(C)cc(C)c2)ccc1Cl | -0.5 | -2.7 | 2.1 | -6 | -2 | -4 | -0.6 | -4 | -9 |
| COC(=O)c1nn(-c2ccc(C)cc2)ccc1=O | 0.0 | -1.8 | -0.1 | 2 | 0 | -8 | 1.2 | 9 | 5 |

The main list resumes, repeating the 2 entries before the break.
SMILES | BoNT-A LC inh2 | FadD28 FP inh | TcdB inh | BoNT-F LC inh | Anthrax LF inh2 | PrPC TRFRET | PfHsp40 yeast | CCHFV vOTU inh | Yp Topo-I inh
Cc1noc(NS(=O)(=O)c2ccc(NC(=O)C(Cl)(Cl)Cl)cc2)c1C | 2.0 | -3.5 | 0.0 | -2 | -1 | -7 | -1.5 | 5 | 8
Cc1cccc(CN2CCN(C3CN(Cc4cn(Cc5cc(C)cc(C)c5)nn4)S(=O)(=O)C3)CC2)c1 (stereo not given) | -0.9 | . | 0.7 | -6 | -9 | -10 | . | 24 | .
CC1(C(=O)NCCc2c[nH]c3ccccc23)C=CCN1C(=O)c1ccccc1 (stereo not given) | -0.5 | 0.1 | 0.2 | 4 | -7 | 4 | -0.3 | -3 | 7
Cc1ccc2cc(/C=N/NC(=O)[C@H](C)NC(=O)OC(C)(C)C)c(Cl)nc2c1 | 0.2 | -2.4 | . | -1 | -4 | 0 | -0.4 | 22 | -2
COc1ccc(C(=O)N/C(=C\c2ccc(Cl)cc2)C(=O)NCc2ccncc2)cc1 | -0.5 | -6.4 | 0.4 | -6 | -5 | -14 | . | 6 | -2
CSc1ccc(S(=O)(=O)N2CCC(C(=O)NCC3CCCO3)CC2)cc1 (stereo not given) | 1.4 | -1.7 | 0.7 | 4 | 1 | -1 | -0.4 | 10 | 3
NC(=O)C1CCN(c2nc(-c3cccc(Cl)c3)cs2)CC1 | -0.6 | -2.6 | 1.5 | -9 | -4 | -2 | -1.3 | -6 | 22
COc1cccc(N2CCN(C(=O)C3CCCN(c4ncnc5c4nc4n5CCCCC4)C3)CC2)c1 (stereo not given) | . | 0.2 | 1.4 | . | . | -4 | 1.1 | 10 | 28
CCc1ccc2c(c1)C(c1ccc([N+](=O)[O-])cc1)=NNC(c1ccccc1)=N2 | 0.4 | 0.0 | . | 2 | -3 | -12 | -1.2 | 12 | -8
COc1ccc(N2C(=O)CC(N3CCN(S(=O)(=O)c4c(F)cccc4F)CC3)C2=O)cc1OC (stereo not given) | 0.0 | -1.5 | . | 2 | 11 | 2 | -1.3 | -5 | 6
CCN(CCCNC(=O)CN1C(=O)COc2ccccc21)c1ccccc1 | 30* | 1.1 | . | 21 | 35* | 7 | -0.1 | -6 | 5
O=C(N/N=C/c1ccco1)c1cccc(N2Cc3ccccc3C2)c1 | 0.7 | -4.6 | 1.7 | 13 | -2 | 2 | -1.7 | 2 | -10
Cc1ccc(S(=O)(=O)NC(C)C(=O)N2CCOCCOCCOCCOCC2)cc1 (stereo not given) | -3.1 | 0.3 | -1.0 | -5 | -4 | 0 | 1.0 | 7 | 0
CCc1cc(=O)oc2c(CN3CCCC3)c(O)c(Cl)cc12 | 0.7 | 1.8 | . | 10 | -6 | -2 | -0.1 | -303 | 10
CCc1cc(C(=O)Nc2cc(S(=O)(=O)N(CC)CC)ccc2N2CCOCC2)sc1C | . | -4.1 | 2.1 | . | . | 10 | 0.5 | 12 | 11
C#CCOCCOCCOCCNc1nc(N2CCN(C(=O)Cn3cc(CC(C)O)nn3)CC2)nc(N2CCN(C(=O)[C@H](C)n3cc(CCC(=O)O)nn3)CC2)n1 (stereo not given in full) | -1.2 | -2.9 | 1.0 | -2 | -5 | -5 | 0.3 | -5 | -2
c1cncc(-c2nc(-c3ccco3)cs2)c1 | -0.4 | -1.1 | . | -3 | -1 | -4 | -1.6 | -10 | -3
O=C(O)c1cnc(-c2ccccc2)nc1Sc1ccccc1Cl | -0.9 | -7.2 | . | 4 | -12 | 3 | -0.1 | 27 | 2
Cc1ccc(S(=O)(=O)N2CCC(C(=O)OC(C)C(=O)NC(N)=O)CC2)cc1C (stereo not given) | -0.6 | -2.5 | 1.6 | -2 | -5 | 6 | -0.1 | 1 | 8
Cc1ccc(-c2csc3ncnc(N4CCN(C(=O)c5ccccc5)CC4)c23)cc1 | -0.5 | -4.1 | . | 3 | -4 | 6 | -0.7 | 0 | 38
CCOC(=O)c1cccc(P(=O)(C(C)(C)C)C(C)(C)C)c1 | 0.1 | ? | 2.0 | -2 | -2 | 4 | -0.7 | 5 | -6
COc1cccc(OCc2cc(C(=O)N3C[C@H]4C[C@@H](C3)c3cccc(=O)n3C4)no2)c1 | -2.0 | -2.5 | -0.1 | 5 | 2 | -9 | -1.2 | 11 | 4
Cc1cccc(C)c1NC(=O)NC1(C(=O)NCCCN2CCOCC2)CCCCC1 | -0.3 | -2.8 | . | 1 | 5 | -1 | -1.4 | 6 | 2
CCn1c(SCC(=O)Nc2ccc3c(c2)OCO3)nnc1C1CC1 | -1.2 | -3.1 | 0.9 | 2 | 0 | 8 | -0.5 | -14 | -2
CCCCC(C(=O)O)C(C)CC(=O)Nc1ccn(-c2ccccc2)n1 (stereo not given) | 0.1 | -2.7 | . | 4 | -1 | -1 | -0.2 | 4 | -5
Cn1c(N)c(C(=O)COC(=O)CCOc2ccc(C(C)(C)C)cc2)c(=O)n(C)c1=O | 2.0 | -1.0 | -0.4 | 14 | 4 | 4 | 1.2 | 2 | -4
Cn1ccnc1SCc1cc(=O)[nH]c2ccccc12 | 0.2 | 0.3 | 0.0 | -5 | -2 | -5 | 6.7 | 4 | 0
CCCCNC(=O)CNC(=S)N(CCCN1CCOCC1)Cc1cccs1 | 0.7 | -1.5 | 1.9 | 0 | -4 | 0 | 0.4 | -5 | 7
